Screening results: PubChem, Broad Institute
INS-1E GSIS act – primary screen for activators of insulin secretion dependent on glucose, INS-1E cells, GLuc reporter luminescence | INS-1E GLuc reporter insulin secretion, 2-3 h | activation, % at 16.6 µM | actives 0.61% (n = 370,000) | AID 743287;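 active means lowest replicate activation of at least 40%, so every replicate reaches that level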;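 further: 0% = median of neutral control wells and 100% = median of IBMX positive control wells; some compounds called inactive have numbers as strong as hits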
EWS-Fli inh – blocks EWS/Fli oncoprotein-driven transcription; A673 NR0B1-luciferase reporter, viability-normalised; inhibition, % at 12.6 µM; actives 0.67% (n = 350,000);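 active means mean inhibition of at least 50% after viability correction, with every replicate also passing that limit; inconclusive means mean reaches 50% but only one of two replicates passes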;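 further: firefly luciferase signal divided by Alamar Blue viability fluorescence both relative to DMSO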
FN deposit inh – fibronectin deposition inhibition. actives 0.086% (n = 350,000). inhibition, % at 12.6 µM. AH1F fibroblasts, Alexa488-fibronectin deposition fluorescence, overnight. AID 743247;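 active means mean inhibition across replicates of 30% or more, regardless of how many single replicates reach that level; inconclusive means mean under 30% yet at least half of replicates reach 30%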;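 further: positive control wells lacked labelled fibronectin entirely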
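Material: AH1F fibroblast monolayer depositing Alexa488-labelled fibronectin into matrix / Amount: 10000 AH1F cells per well / Signal: fluorescence 485/525 nm / Medium: DMEM, 2% serum / Compound: single dose, pinned / Incubation: 1 h cell adhesion before compound, then overnight fibronectin incubation / Reagent: Alexa488-FN, 24 nM final / Read-out: inhibition of fibronectin deposition signal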
PAX8 reporter – inhibitors of PAX8 transcriptional activity in RMG-I cells | RMG-I TPO-luciferase reporter, SteadyGlo, 24 h | inhibition, % at 12.6 µM | actives 1.2% (n = 360,000);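 active means mean replicate inhibition at least 60% with every replicate also reaching 60%; inconclusive means only one of the two criteria is met; inactive means mean below 60% and not all replicates reaching 60%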;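 further: luciferase light reporting Pax8 driven TPO promoter activity; plate controls were median of neutral control wells for no effect and mitoxantrone controls for full effect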
miR-122 sensor – miR-122 inhibition in Huh7 cells; Huh7 miR-122 Renilla luciferase sensor, 48 h; neutral wells = 0, positive control = 100; activation (reporter increase), % at 12.5 µM; actives 0.3% (n = 340,000);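 active means mean replicate activation score at least 90 and every replicate individually at or above 90; inconclusive means only one of the two criteria met; inactive means neither criterion met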;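 further: higher luciferase means less miR-122 activity so hits act as miR-122 inhibitors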
F508del corr – CFTR F508del correction in bronchial cells; CFBE cells, YFP halide quenching; stimulated with forskolin plus potentiator P3; % fluorescence drop versus neutral controls; actives 0.36% (n = 350,000); AID 720511; activity (quench increase), % at 7.58 µM;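 active means mean added fluorescence quench of at least 8% versus neutral control, with both replicates also reaching 8%; inconclusive means only one of the mean or replicate conditions met; inactive means mean below 8% and not both replicates reaching 8%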;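 further: cells transiently co-express mutant CFTR-F508del with the halide-sensitive YFP; corrector assay measuring rescue of mutant channel to the surface after 24 h compound exposure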
DENV2 CPE rescue – protects cells from dengue virus 2 cytopathic effect | DENV2-infected cells, cytopathic effect rescue, plate reader | CPE inhibition, % at 9.99 µM | actives 1.7% (n = 350,000); in the data active means CPE inhibition above about 20%, passing the limit was not always enough; inconclusive means no clear call, values can overlap the other calls; tested in BHK-21 cells;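 further: 0% = median of neutral control wells and 100% = median of positive control wells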
* hit, by the source's call; ? = inconclusive; · = no result given; & = joins results of further samples; [ ] = another dose, or the depositor's remark.

structure	INS-1E GSIS act	F508del corr	PAX8 reporter	EWS-Fli inh	DENV2 CPE rescue	FN deposit inh	miR-122 sensor
COc1cc(C(=O)Oc2ccc(/C=N/NC(=O)c3ccncc3)cc2)cc(OC)c1OC	-19	2.0	7	·	8	·	-6
CN(Cc1ccc(C#CCCO)cc1)CC1CCCN(CCc2ccc(Cl)cc2)C1 (configuration not stated)	-21	2.3	16	21	-14	-4	·
CCC(=O)Nc1ccc2c(c1)C(=O)N(C)[C@H]1CC[C@@H](CC(=O)NCCN3CCCCC3)O[C@@H]1CO2	0	-0.4	0	6	-2	0	-5[16.7 µM]
C[C@H]1CN([C@@H](C)CO)C(=O)c2cccc(NC(=O)c3nc4ccccc4s3)c2O[C@H]1CN(C)C(=O)Nc1ccc(C(F)(F)F)cc1	-16	-0.1	·	2	2	·	-10[16.7 µM]
S=c1[nH]nc(-c2ccccc2Cl)n1Cc1ccccc1	29	2.0	-6	2	11	1	-1
Cc1ccc(S(=O)(=O)Nc2ccc3c(c2)C(=O)N([C@H](C)CO)C[C@H](C)[C@H](CN(C)Cc2ccc(Cl)c(Cl)c2)OCCCC[C@@H](C)O3)cc1	21	2.5	45	-19	-1	-18	-3[16.7 µM]
CCN(CC(=O)Nc1cccc(S(=O)(=O)N2CCCCC2)c1)Cc1ccccc1	-48	0.1	16	2	-7	1	-6
COc1ccccc1C/C(N)=N/OC(=O)c1ccc2c(c1)OCO2	5	-0.2	-27	1	0	-1	·
COc1cc(SC)ccc1C(=O)Nc1ccon1	·	·	-192	·	·	2	-7
NS(=O)(=O)c1ccc(NC(=O)NC2CC(=O)N(c3ccc4c(c3)OCCO4)C2)cc1 (configuration not stated)	24	1.6	-9	-7	-1	4	·
CC1=CC(C)(C)N(C(=O)CCl)c2cc(C)ccc21	7	-3.0	18	68*	1	-2	-3
COC(=O)c1c(C)[nH]c(C(=O)C(C)OC(=O)C2=NNC(=O)CC2)c1C (configuration not stated)	22	2.9	0	3	·	-1	·
O=C(CN1C(=O)COc2ccccc21)NCc1ccccn1	9	·	·	·	·	-11	34
COc1ccc(-c2noc(CCC(=O)N3CCN(c4ccc(C(F)(F)F)cc4)CC3)n2)cc1	1	-0.2	-2	-2	7	-11	3
O=C(/C=C/c1ccccc1Cl)N1CCN(c2ncccn2)CC1	10	·	-5	·	·	0	·
CCOC(=O)c1c(NC(=O)CN2C(=O)NC(C)(c3ccc(Cl)cc3)C2=O)sc(C(=O)NC)c1C (configuration not stated)	-20	·	25	·	·	5	·
O=C(c1ccccc1)N1CC[C@H]2[C@H](CO)Nc3ccc(C#Cc4ccccc4F)cc3[C@H]21	2	-2.6	·	·	32*	16	·
Cc1ccc2nc(NC(=O)COC(=O)CSc3nc(C)cc(C)n3)sc2c1	7	·	·	·	·	7	-4
CCc1ccc(S(=O)(=O)NCc2ccc(N3CCN(C)CC3)cc2)cc1	·	-0.6	-28	0	8	0	·
COc1cccc(C(=O)Nc2ccc3c(c2)C(=O)N(C)C[C@H](OC)[C@H](C)CN(C(C)=O)[C@@H](C)CO3)c1	2	-1.6	1	-3	-8	1	·
CC(C)NC(=O)N(C)C[C@H]1Oc2ncc(C#CC3CCCCC3)cc2C(=O)N([C@H](C)CO)C[C@H]1C	-7	0.8	·	-4	·	-5	-7[16.7 µM]
c1ccc(-c2cn(-c3ccccc3)c3[n+]2CCCS3)cc1	-40	-0.7	13	14	1	-7	·
O=C(NCCCN1CCOCC1)c1ccc2c(c1)N(Cc1ccc(Cl)cc1)C(=O)c1ccccc1S2=O (configuration not stated)	2	1.4	8	17	-3	3	1
O=C(C[C@H]1C=C[C@H](NC(=O)Nc2ccc3c(c2)OCO3)[C@@H](CO)O1)NCc1ccccc1	-7	2.7	-12	7	-6	-11	·
O=C(COc1ccccc1)Nc1ccc2c(c1)C(=O)N(CC1CCCO1)C2=O (configuration not stated)	9	-1.7	-2	5	0	0	·

Gathered by group: the compounds so far with an aryl thioether with sulfur outside any ring (two)
structure	INS-1E GSIS act	F508del corr	PAX8 reporter	EWS-Fli inh	DENV2 CPE rescue	FN deposit inh	miR-122 sensor
COc1cc(SC)ccc1C(=O)Nc1ccon1	·	·	-192	·	·	2	-7
Cc1ccc2nc(NC(=O)COC(=O)CSc3nc(C)cc(C)n3)sc2c1	7	·	·	·	·	7	-4

New compounds follow.
structure	INS-1E GSIS act	F508del corr	PAX8 reporter	EWS-Fli inh	DENV2 CPE rescue	FN deposit inh	miR-122 sensor
C[C@H](CO)N1C[C@H](C)[C@H](CN(C)CC2CC2)Oc2ncc(-c3cccc(C(=O)N(C)C)c3)cc2C1=O	5	0.7	·	-12	-8	·	11[16.7 µM]
CCCC(=O)Nc1nc(C)c(-c2csc(Nc3ccc(Cl)cc3)n2)s1	-8	-0.7	13	-24	-10	0	·
Cc1c(C)c(C)c(S(=O)(=O)N2CCC3(CC2)OCCO3)c(C)c1C	10	-1.2	-1	2	4	5	·
COc1ccc(C(=O)COC(=O)CNC(=O)c2ccc(OC)cc2)cc1	20	0.8	25	6	-1	3	-3
COc1ccc2[nH]c3c(=O)n(N)c(=O)[nH]c3c2c1	21	0.2	0	5	1	2	·
O=C1COc2ccc(S(=O)(=O)CCC(=O)NC3CCCCC3)cc2N1	11	-1.1	-2	-2	1	10	-5
O=C(Cn1c(=O)oc2ccc(Cl)cc21)Nc1ccon1	0	-2.2	-6	·	2	3	-1
Cc1ccc[n+](-c2[nH]c(=O)sc2/C=N/NC(=O)c2ccccc2[O-])c1	15	·	7	11	0	5	·
CC(C)CC(C(=O)O)N1C(=O)C2C3c4ccccc4C(c4ccccc43)[C@@H]2C1=O (some centres not stated)	-3	2.5	11	0	4	3	-3
O=C(Nc1ccc(N2CCN(C(=O)c3ccco3)CC2)cc1)c1ccc(Br)cc1	-6	2.0	3	·	?	-4	-9
C/C=C/c1cnc2c(c1)C(=O)N([C@H](C)CO)C[C@@H](C)[C@H](CN(C)C(=O)c1cccnc1)O2	10	0.1	·	-5	19	·	1[16.7 µM]
O=C(O)CNc1nc(-c2ccccc2)nc2c1oc1ccccc12	-47	1.3	18	7	6	-3	·
O=C(CN1CCOCC1)Nc1cc(C(F)(F)F)ccc1Cl	-4	-0.5	7	-10	8	5	2
O=C(Cc1ccccc1)N[C@H]1CC[C@H](CC(=O)N2CCCCC2)O[C@H]1CO	-11	4.3	-10	-3	-2	-1	·
Cc1cnc(NC(=O)Nc2ccc(Cl)cc2)s1	-9	0.0	-109	46	6	-17	·
O=C(Cc1c(F)cccc1Cl)N1CCN(S(=O)(=O)c2cccs2)CC1	0	-1.5	-2	-6	-7	11	-3
C=CCOc1ccc2c3c(c(=O)oc2c1)CCCC3	-1	2.5	-25	6	-4	1	0
O=C(Nn1c(O)c(C=C2N=c3ccccc3=N2)sc1=S)c1ccc(Cl)cc1	0	·	·	·	·	9	1
CC(C)(C)NC(=O)C(c1ccc(F)cc1)N(C(=O)CCC(=O)Nc1ccccn1)C1CCCC1 (configuration not stated)	-6	-1.0	-7	-14	-1	10	·
CC(=O)N1c2ccc(S(=O)(=O)NCCC(=O)Nc3ccccc3C)cc2CC1C (configuration not stated)	6	-3.3	8	11	-5	-3	9
O=C(C[C@@H]1C[C@H]2c3cc(NC(=O)C4CCC4)ccc3O[C@H]2[C@@H](CO)O1)NCc1cc(F)ccc1F	3	-1.9	-11	4	-4	11	29[16.7 µM]
c1coc(-c2ccnc(-n3cccc3)n2)c1	-1	-4.8	6	-10	-3	-6	-5
CC1Cc2nc(SCC(=O)Nc3ccc4c(c3)OCO4)n(-c3ccc(F)cc3)c(=O)c2S1 (configuration not stated)	·	4.2	23	-1	-3	0	-6
CCCc1nnc(NC(=O)CCS(=O)(=O)c2ccccc2)s1	15	1.9	78*	-25	-1	6	-4
COc1cc(C(=O)Nc2nc(-c3ccc(C)cc3)cs2)ccc1OCC(=O)N1CCOCC1	7	·	-1	·	·	-6	3
Cc1ccc(N(C(=O)C2CCCO2)C2C=CS(=O)(=O)C2)cc1Cl (configuration not stated)	16	-1.7	·	-3	-1	·	2
Cc1c(C)n(C)c2ccc([N+](=O)[O-])cc12	·	·	-10	·	·	2	-5
C=CCn1c(-c2ccccc2OCC)n[nH]c1=S	24	-1.2	25	10	-1	-1	·
CC(C)NC(=S)N1CCN(C(c2ccccc2)c2ccccc2)CC1	-6	·	20	16	0	-6	·
CCC(=O)NC1CCN(C(=S)NC)CC1	7	-0.2	-30	5	4	-10	·
COc1cccc(CC(=O)N2CCN(C(=O)C(=O)c3cccc(C(F)(F)F)c3)CC2)c1	-38	-6.5	5	4	-8	3	·
O=C(C1CCCN1S(=O)(=O)c1cccc2cccnc12)N1CCc2ccccc2C1 (configuration not stated)	2	-0.1	-12	6	-6	-4	5
CO[C@@H]1CN(C)C(=O)c2ccc(NC(C)=O)cc2OC[C@H](C)N(C(=O)c2ccncc2)C[C@@H]1C	-5	2.3	·	-6	-4	16	-5[16.7 µM]
COc1c(C(=O)N2CCCC2)ccc2ccccc12	·	·	10	·	·	-14	1
Cc1cc(OCC#N)nc(N)n1	3	3.5	4	8	-4	0	-11
COc1ccc(S(=O)(=O)N[C@H]2CC[C@H](CC(=O)N3CCC(Cc4ccccc4)CC3)O[C@@H]2CO)cc1	-28	-3.2	·	·	1	·	·
CC(C)Cc1nnc(NC(=O)C2CCCC2)s1	-18	1.6	-49	·	3	10	1
C[C@H](CO)N1C[C@H](C)[C@@H](CN(C)S(=O)(=O)c2cn(C)cn2)Oc2ncc(Br)cc2C1=O	4&11	-1.6&0.5	-6	-4&1	-8&0	1&-14	-2
CCN(CC)CCn1c(C)nc2ccccc21	-5	1.7	-6	11	-3	-5	-6
C[C@@H]1CCCCO[C@H](CN(C)C(=O)Nc2ccc3c(c2)OCO3)[C@@H](C)CN([C@H](C)CO)C(=O)c2cc(NC(=O)c3ccccc3)ccc2O1	-6	-2.5	-36	-5	5	·	5[16.7 µM]
CCCCNC(=O)c1ccc(CS(=O)(=O)c2ccc(C)cc2)o1	·	0.3	-1	-2	-5	8	-14
COc1ccc(Oc2ccc(/C=N/NC(=O)c3cccnc3)cc2[N+](=O)[O-])cc1	-8	2.3	-42	7	2	-10	·
CCOC(=O)c1ccc(NC(=O)c2nc[nH]c2C(=O)N2CCN(c3ccccc3)CC2)cc1	4	-4.0	-16	1	2	-6	1
O=C(CCCCC(=O)NCc1cccs1)NCc1cccs1	·	·	16	·	·	2	-6
COc1ccc(C(=O)CC(Sc2ccccc2N)c2ccc(OC)cc2)cc1 (configuration not stated)	·	-0.1	-37	38	-5	-13	·
CCN1CCN(c2nc3c(c(=O)[nH]c(=O)n3C)n2Cc2ccccc2F)CC1	3	1.8	-13	13	4	-4	-1
CCN1C(=O)C(c2ccc(O)cc2)(c2ccc(O)cc2)c2ccccc21	51	-0.5	6	11	·	-10	-1
CCOc1ccc(CNS(=O)(=O)c2c(C(=O)N3CCCC3)c(C)n(C)c2C)cc1OC	12	0.9	-5	·	12	-1	-4
CC[C@@]1(C(=O)OC)N[C@H](CN(C)C(=O)Nc2ccc(OC)cc2)[C@@H]2C(=O)N(C)C(=O)[C@@H]21	6	-0.8	7	-6	16	-1	·
